From PubChem BioAssay
TRPC4 act: TRPC4 (mouse) channel activation | HEK293 TRPC4beta/mu-opioid, Fluo4 calcium fluorescence; active compounds read high | B-score at 10 µM | 310,000 tested, 0.49% active;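 active = B-score above 5 SD of library B-scores, and initial fluorescence ratio not above library mean plus 5 SD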;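 also: positive B-score marks a calcium rise read as TRPC4 activation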
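System: HEK293 cells stably co-expressing mouse TRPC4beta and mu-opioid receptor; Schedule: Fluo4 dye loading 45 min at room temperature, 110 s recording; Detection: Fluo4 fluorescence, kinetic; Evaluation: B-scored integrated calcium fluorescence ratio; Controls: buffer (low) and maximal DAMGO (high).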
TRPC4 inh: inhibitors of mouse TRPC4 channel | HEK293 TRPC4beta/mu-opioid, DAMGO-evoked Fluo4 calcium flux; active compounds read low | B-score at 10 µM | 300,000 tested, 0.39% active | AID 2247;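 active = B-score over 3 SD under the library average, no early fluorescence shift, positive overall ratio signal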
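material = TRPC4beta/mu-opioid receptor HEK293 cell line | probe or stimulus = sequential submaximal and maximal DAMGO stimulation | compound dosing = one concentration per compound | measured by = Fluo4 Ca2+ flux fluorescence | evaluation = integrated fluorescence ratio relative to baseline, converted to per-well B score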
TRPC6 act: activates the mouse TRPC6 cation channel; 310,000 tested, 0.13% active; HEK293-TRPC6 membrane potential dye fluorescence; active compounds read high; B-score at 10 µM; Q61143; AID 2550;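 active = B-score of the integrated fluorescence ratio above library mean plus 3 SD, and starting fluorescence ratio within library mean plus 5 SD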;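 also: higher score means more depolarization so channel activation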
Target sequence (Q61143 whole entry, looked up): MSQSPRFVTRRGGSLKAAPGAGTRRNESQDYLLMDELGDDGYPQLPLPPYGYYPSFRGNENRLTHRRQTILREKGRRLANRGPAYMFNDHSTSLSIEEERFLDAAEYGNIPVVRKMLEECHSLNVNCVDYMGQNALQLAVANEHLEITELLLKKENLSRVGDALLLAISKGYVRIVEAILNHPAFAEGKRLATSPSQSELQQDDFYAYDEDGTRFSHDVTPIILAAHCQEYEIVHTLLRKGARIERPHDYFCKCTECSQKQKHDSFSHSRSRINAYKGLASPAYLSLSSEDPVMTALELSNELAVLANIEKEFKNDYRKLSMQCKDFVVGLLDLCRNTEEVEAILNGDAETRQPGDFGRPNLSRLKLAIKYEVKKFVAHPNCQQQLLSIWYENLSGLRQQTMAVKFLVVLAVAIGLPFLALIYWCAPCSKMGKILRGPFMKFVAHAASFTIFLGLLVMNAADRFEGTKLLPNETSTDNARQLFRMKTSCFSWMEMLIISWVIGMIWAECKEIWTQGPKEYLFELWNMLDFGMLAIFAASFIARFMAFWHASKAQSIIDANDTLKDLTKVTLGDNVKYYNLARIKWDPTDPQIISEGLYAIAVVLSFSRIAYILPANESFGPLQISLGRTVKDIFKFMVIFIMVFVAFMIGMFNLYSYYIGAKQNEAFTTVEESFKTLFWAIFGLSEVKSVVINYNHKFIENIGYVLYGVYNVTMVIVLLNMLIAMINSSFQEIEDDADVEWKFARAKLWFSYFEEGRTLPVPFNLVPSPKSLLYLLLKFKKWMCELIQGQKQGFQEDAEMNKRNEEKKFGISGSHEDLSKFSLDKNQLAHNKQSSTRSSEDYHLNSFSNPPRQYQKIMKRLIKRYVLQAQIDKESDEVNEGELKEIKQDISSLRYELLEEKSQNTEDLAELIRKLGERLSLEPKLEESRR
HIF act: HIF pathway transcriptional activation. activation, % at 7.5 µM (by protocol). U2OS HRE-luciferase reporter, luminescence; normalized: DMSO 0%, desferrioxamine 100%. 300,000 tested, 0.32% active;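 active = mean activation of at least 10% of the iron chelator positive control signal, with at least half of replicates also reaching 10%; inconclusive = mean and replicate majority disagree about reaching 10%; inactive = mean and most replicates under 10%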
TRPC6 inh: inhibitors of mouse TRPC6 channel. Q61143. B-score at 10 µM. HEK293-TRPC6, membrane potential dye, ACh-evoked depolarization; active compounds read low. 310,000 tested, 1.1% active. AID 2553;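 active = B-score under library mean minus 3 SD, initial fluorescence not abnormally high, positive integrated signal ratio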;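 also: B-score derived from integrated fluorescence ratio over the kinetic read; more negative B-score means stronger inhibition of depolarization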
AI-2 QS mod: Vibrio harveyi AI-2 quorum sensing modulation; 300,000 tested, 0.4% active; AID 2094; Vibrio harveyi JMH597 AI-2 luminescence/OD600 ratio, 9 h; active compounds read low; strain lacks LuxN and CqsS sensors; 0 = neutral-control median; activity change, % at 7.5 µM; in the data active = activity change below about -75%, passing the limit was not always enough; inconclusive = no clear call, values can overlap the other calls;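 also: luminescence divided by OD600 gain over 9 h not by final OD600 alone; inactives centre near 13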
MrgX1 antagonist: human MrgX1 receptor antagonism, primary screen; Q96LB2; MRGX1-HEK293 calcium flux, Fluo-4, BAM8-22 antagonism; active compounds read low; B-score at 10 µM; 310,000 tested, 1.3% active; AID 588676;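 active = calcium-response B-score plate-corrected more than 3 library SD below zero, starting fluorescence within 5 deviations, no agonist response on first addition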;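 also: peak minus trough fluorescence over baseline after final BAM8-22 challenge near maximal dose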
PolyA inh: yeast polyadenylation inhibition; calls only at 12 µM; S. cerevisiae SKY197-pL101 polyadenylation reporter, beta-gal luminescence; efflux-impaired pdr1/pdr3 knockout yeast; score 100 = 6 SD above DMSO; 300,000 tested, 0.02% active;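 active = lowest replicate activity score at least 50, where 100 means six control SD above control mean; inconclusive = lowest score under 50 but half or more replicates reach 50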;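 also: yeast exposed to compound for 9 h at 30 °C; higher score means more reporter readthrough which indicates perturbed polyadenylation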
MrgX1 agonist: activates human MrgX1 receptor signaling; 310,000 tested, 0.44% active; Q96LB2; B-score at 10 µM; MrgX1-HEK293 cells, Fluo-4 calcium fluorescence, agonist mode; active compounds read high; AID 588627;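 active = calcium response B-score plate-corrected fluorescence ratio at least 3 library SD, with starting fluorescence B-score inside 5 SD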
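Material: MrgX1-expressing HEK293 cells / Dosing: compound as first of three additions / Incubation: overnight seeding, then 1 h dark dye loading / Signal: Fluo-4 NW calcium fluorescence / Evaluation: B-scored fluorescence response ratio / Benchmarks: positive and negative control wells on each plate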
TRPC4 potent: TRPC4 (mouse) allosteric potentiation; Q9QUQ5; 310,000 tested, 0.42% active; HEK293 TRPC4beta/mu-opioid, DAMGO EC20, Fluo-4 Ca2+ flux; active compounds read high; B-score at 10 µM; AID 2227;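 active = B-score of calcium response area above 5 SD of library B-scores, with initial fluorescence ratio within 5 SD of library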;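 also: B-score of integrated fluorescence ratio over time as area under calcium response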
MrgX1 allo act: human MrgX1 positive allosteric modulation, primary screen. Q96LB2. MrgX1-HEK293, Fluo-4 calcium flux, FDSS; active compounds read high. B-score at 10 µM. 310,000 tested, 0.63% active. AID 588675;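 active = plate-corrected calcium response at least 3 library SD above typical, normal starting fluorescence, not activating the receptor alone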;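 also: compound read alongside a low EC10 to EC30 dose of BAM8-22 agonist; peak minus trough fluorescence over baseline measured at the second addition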
* marks the source's active call; other numbers are inactive results; i = inactive; ? = inconclusive; . = not tested or not shown.

SMILES	TRPC4 act	TRPC4 inh	TRPC6 act	HIF act	TRPC6 inh	AI-2 QS mod	MrgX1 antagonist	PolyA inh	MrgX1 agonist	TRPC4 potent	MrgX1 allo act
N=c1c(C(=O)NCC2CCCO2)cc2c(=O)n3ccccc3nc2n1C1CCCC1 (stereo unspecified)	i	i	i	0.0	-5.9*	16	i	i	i	i	i
CCCNC(=O)COC(=O)c1cc(-c2ccc(OC)cc2)nc2ccccc12	i	i	i	1.2	i	17	i	i	i	i	i
C=CCn1c(SCC(=O)N(CCOC)c2c(N)n(CC(C)C)c(=O)[nH]c2=O)nc2ccccc21	i	i	i	-0.2	i	21	i	i	i	i	i
Cc1sc2ncn(CC(=O)NCCCC(=O)N3CCN(c4ncccn4)CC3)c(=O)c2c1C	i	i	i	-2.0	i	3	i	i	i	i	i
O=C(CN1C(=O)S/C(=C/c2ccc(N3CCOCC3)cc2)C1=O)N1CCOCC1	i	i	i	1.5	i	20	i	i	i	i	i
Cc1cccc(NS(=O)(=O)c2ccc(Br)s2)n1	i	i	i	-0.6	i	47	i	i	i	i	i
c1ccc(-n2nnnc2-n2nnc3ccccc32)cc1	i	i	i	-0.1	i	-9	i	i	i	i	i
Nc1ccc(-c2nc3c(Cl)cc(N)cc3[nH]2)cc1	i	i	i	-0.2	i	11	i	i	i	i	i
Fc1ccc(N/N=C/c2ccc(N3CCOCC3)cc2)c(F)c1	i	i	i	4.1	i	11	i	i	i	i	i
Cc1ccc2c(c1)N(CC(=O)N1CCC(C)CC1)C(=O)c1cccnc1O2	i	i	i	0.0	i	4	i	i	i	i	i
Oc1ccccc1CN(Cc1ccco1)CC(O)COCc1ccc(Cl)cc1 (stereo unspecified)	i	i	i	2.0	i	-8	i	i	i	i	i
CCC1(C)Cc2c(sc3nnn(CC(=O)Nc4ccccc4C)c(=O)c23)CO1 (stereo unspecified)	i	i	i	-0.6	i	22	i	i	i	i	i
COc1cccc(NC(=O)CN(C)C(=O)c2ccccc2OCC(=O)Nc2cccc(C(F)(F)F)c2)c1	i	i	i	-1.8	i	5	i	i	i	i	i
CN(C)CCCn1c(SCCN2C(=O)c3ccccc3C2=O)nc2ccccc2c1=O	i	i	i	-0.1	i	16	i	i	i	i	i
COc1ccc(Cl)cc1NC(=O)CC1CCCC1	i	i	i	0.0	i	.	i	i	i	i	i
COCCn1c(C)cc(C(=O)COC(=O)c2cc3c(s2)CCC3)c1C	i	i	i	2.8	i	23	i	i	i	i	i
CCOc1ccc(/C=C2\SC(=S)N(NC(=O)c3ccncc3)C2=O)cc1OC	i	i	i	0.5	i	14	i	i	i	i	i
Cc1cccc(N2CCN(C(=O)c3cccc(N4CCCC4=O)c3)CC2)c1C	i	i	i	0.7	i	12	i	i	i	i	i
CCOC(=O)C1(CCOC)CCN(C(=O)c2ccc(CSC)o2)CC1	i	i	i	0.0	i	-6	i	i	i	i	i
CCC(C)c1ccccc1NC(=O)C(C)NCCN(C)C (stereo unspecified)	i	i	i	-0.4	i	10	i	i	i	i	i
COC(=O)c1c(NC(=O)COc2ncnc3ccccc23)sc(C)c1C	i	i	i	.	i	-3	i	i	i	i	i
Cc1ccc(-n2c(C)c(C)c3c(N)ncnc32)cc1	i	i	i	0.3	i	9	i	i	i	i	i
Cc1c(C(=O)N2CCC(C(N)=O)CC2)oc2ccc(Br)cc12	i	i	i	2.4	i	3	i	i	i	i	i
O=C(Nc1ccc(F)cc1)c1sc(Cl)nc1-c1ccccc1	i	i	i	0.0	i	12	i	i	i	i	i
COc1cc(CN2CCCCCC2)cc(OC)c1OC	i	i	i	-1.7	i	16	i	i	i	i	i
O=C(OCc1nnc(-c2ccccc2)o1)c1ccccc1	i	i	i	1.2	i	?	i	i	i	i	i
CCCc1cc(C(=O)NCc2ccc(OC)cc2)no1	i	i	i	1.7	i	12	i	i	i	i	i
CN1C(=O)CSC1=S	i	i	i	0.1	i	-6	i	i	i	i	i
O=[N+]([O-])c1cc(C(F)(F)F)ccc1SCC(O)CO (stereo unspecified)	i	i	i	-0.8	i	13	i	i	i	i	i
CCC(=O)NC(=S)Nc1ccc(S(=O)(=O)NC2CCCCC2)cc1	i	i	i	-0.4	i	11	i	i	i	i	i
Cc1cccc(/C=N/n2c(-c3ccccc3)n[nH]c2=S)c1O	i	i	i	-1.8	i	.	i	i	i	i	i
COC(=O)c1ccc(N2C(=O)c3ccc(OC)c(OC)c3C2=O)cc1	i	i	i	-0.6	i	7	i	i	i	i	i
CC(C)c1ccc(NC(=O)C[n+]2ccn(C3=C([O-])c4ccccc4C3=O)c2)cc1	i	.	i	-0.1	i	21	i	i	i	i	i
CC(C)C(NC(=O)CN1C(=O)c2ccccc2C1=O)c1ccccc1 (stereo unspecified)	i	i	i	1.7	i	7	i	i	i	i	i
CN(C)S(=O)(=O)c1ccc(NC(=O)c2ccc([N+](=O)[O-])cc2)cc1	i	i	i	-0.3	i	-7	i	i	i	i	i
Cc1ccc(N2CC(C(=O)NCCC(C)C)CC2=O)cc1 (stereo unspecified)	i	i	i	-0.4	i	17	i	i	i	i	i
COc1c(C(=O)NC(=S)Nc2nnn(C)n2)cc2ccccc2c1Br	i	i	i	-1.2	i	24	i	i	i	i	i
CCc1cccc(NC(=O)C2CC2c2ccccc2)c1 (stereo unspecified)	i	i	i	-14	i	-45	i	i	i	i	i
Cc1cc(C)nc(NC(=O)c2c(F)c(F)c(F)c(C(=O)Nc3cc(C)cc(C)n3)c2F)c1	i	i	i	0.3	i	29	i	i	i	i	i
C/C(=N\NC(=O)c1nc2ccccn2c1C)c1ccco1	i	i	i	3.5	i	10	i	i	i	i	i
O=C(c1ccc(OC2CCN(CCO)CC2)cc1)N1CCCC1	i	i	i	-0.3	i	14	i	i	i	i	i
CSc1cccc(NC(=O)CCCn2c(=O)c3cccn3c3cccnc32)c1	i	i	i	0.3	i	20	i	i	i	i	i
O=C(Nc1ccc(N2CCOCC2)cc1)c1cnsn1	i	i	i	-3.1	i	15	.	i	.	i	.
Nc1nc(SCc2cccc([N+](=O)[O-])c2)n[nH]1	i	i	i	0.6	i	11	i	i	i	i	i
O=C1CN(O)C=C2N=c3ccccc3=C2N1c1ccc([N+](=O)[O-])cc1	i	i	i	0.1	i	5	i	i	i	i	i
O=C(NCc1ccco1)/C(=C\c1ccccc1)NC(=O)c1ccccc1	i	i	i	0.5	i	9	i	i	i	i	i
O=C(NCCCn1ccnc1)/C(=C/c1cccs1)NC(=O)c1ccco1	i	i	i	-0.3	i	18	i	i	i	i	i
CCN(CC)C(=O)C1=C(C)NC(=S)NC1c1ccc(C)s1 (stereo unspecified)	i	i	i	-0.1	i	5	i	i	i	i	i
OCc1cc(-c2ccc(Cl)c(Cl)c2)on1	i	i	i	.	i	-9	i	i	i	i	i
O=C(OCC(=O)N1CCOCC1)c1ccccc1O	i	i	i	2.4	i	20	i	i	i	i	i
CC(=O)N1N=C2c3ccccc3CCC2C1c1ccc(F)cc1 (stereo unspecified)	i	i	i	0.2	i	6	i	i	i	i	i
Cc1nc(-c2ccc(S(=O)(=O)N3CCN(c4cccc(C)c4C)CC3)cc2)co1	i	i	i	0.5	i	20	i	i	i	i	i
COc1cccc(C2CC(c3ccc(Cl)cc3)n3nc(N)nc3N2)c1 (stereo unspecified)	i	i	i	-0.2	i	25	i	i	i	i	i
C/C(CCc1ccccc1)=N\NC(=O)c1ccccc1[N+](=O)[O-]	i	i	i	-0.6	i	13	i	i	i	i	i
Cc1n[nH]c(C)c1S(=O)(=O)N1CCOCC1	i	i	i	-0.8	i	0	i	i	i	i	i
COC(=O)c1ccc2c(=O)sc(N3CCC(C(N)=O)CC3)nc2c1	i	i	i	-0.5	i	15	-7.6*	i	i	i	i
C=CCn1c(O)c(N=NC(=S)Nc2ccccc2C)c2cc(S(=O)(=O)N3CCOCC3)ccc21	i	i	i	0.1	i	28	i	i	i	i	i
Cc1cc(C)n(C(=O)CN(C)S(=O)(=O)c2ccc([N+](=O)[O-])cc2)n1	i	i	i	-0.2	i	-3	i	.	i	i	i
COc1ccc(NCc2nc3ccccc3n2CCOc2ccccc2)cc1	i	i	i	1.5	i	0	i	i	i	i	i
Cc1c(-c2ccnc3cc(C(=O)O)nn23)cnn1C	i	i	i	-0.4	i	15	i	i	i	i	i
(further entries)
SMILES	TRPC4 act	TRPC4 inh	TRPC6 act	HIF act	TRPC6 inh	AI-2 QS mod	MrgX1 antagonist	PolyA inh	MrgX1 agonist	TRPC4 potent	MrgX1 allo act
COc1ccc(CCNC(=O)COC(=O)c2ccc(Br)o2)cc1	i	i	i	-0.9	i	24	i	i	i	i	i
O=C(c1cccnc1)N1CCN(S(=O)(=O)c2ccc(Cl)cc2)CC1	i	i	i	-1.0	i	11	i	i	i	i	i
O=C(Nc1cccc(C(F)(F)F)c1)N(Cc1ccc(Cl)cc1)CC(O)C(F)(F)F (stereo unspecified)	i	i	i	-0.6	i	26	i	i	i	i	i
CN(C)CCC(=O)c1ccc(F)cc1	i	i	i	-0.5	i	6	i	i	i	i	i
O=C(O)c1ccccc1OCc1nc2ccccc2s1	i	i	i	1.7	i	16	i	i	i	i	i
COc1ccc(C(=O)NC(=S)NNC(=O)c2cnccn2)cc1	i	i	i	2.3	i	-13	i	i	i	i	i
Cc1cccc2cc(C#N)c(N3CCCC3)nc12	i	i	i	0.3	i	14	i	i	i	i	i
CCOC(=O)Cn1nc(C)cc1NC(=O)c1ccncc1	i	i	i	-0.5	i	17	i	i	i	i	i
Cc1cccc(C)c1OCCCCN1CCNCC1	i	i	i	-0.6	i	.	i	i	i	i	i
O=C(NCc1cccc(C(F)(F)F)c1)c1cc(Cl)ccc1Cl	i	i	i	-0.4	i	1	i	i	i	i	i

Some of the compounds tested; count on the stated rates, not on these rows.
